Source: PubChem BioAssay
Cneo AK release: Cryptococcus neoformans lysis via adenylate kinase release | actives 0.2% (n = 360,000) | C. neoformans lysis, adenylate kinase release luminescence, 4 h; normalised: neutral wells 0, clomiphene wells 100 | lysis activity, % at 15 µM;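 active means mean lysis activity across replicates of at least 80%, whatever share of replicates individually reach that level; inactive means mean lysis activity below 80%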
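Assay system: Cryptococcus neoformans yeast cells / Dosing: single-point compound dose / Timing: 4 h at 37 °C static, read 1 h later / Measured by: luminescence of released adenylate kinase using an AK detection reagent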
PGC1a acetyl inh: modulators of PGC1a acetylation. U2OS PGC1a acetylation, AlphaScreen anti-acetyl-lysine; with virally co-expressed GCN5 acetyltransferase. inhibition, % at 15.6 µM. actives 0.17% (n = 350,000). AID 651687;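 active means every replicate shows inhibition of at least 40%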;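 further: 0% = neutral control wells and 100% = positive control wells; some results beyond the cut were filed as inactive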
PglD inh: inhibitors of Campylobacter jejuni PglD acetyltransferase; purified PglD enzyme, DTNB colorimetric CoA detection; actives 0.098% (n = 360,000); AID 602405; inhibition, % at 12.5 µM; in the data active means inhibition above about 16%, passing the limit was not always enough; further: strong numbers were not always called active
FN deposition inh: fibronectin deposition inhibition; AID 743247; AH1F fibroblasts, Alexa488-fibronectin deposition fluorescence, overnight; inhibition, % at 12.6 µM; actives 0.086% (n = 350,000);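 active means mean inhibition across replicates of 30% or more, regardless of how many single replicates reach that level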;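 further: positive control wells lacked labelled fibronectin entirely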
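Assay system: AH1F fibroblast monolayer, labelled fibronectin deposition. Amount: 10000 cells per well. Also added: labelled fibronectin 24 nM. Compound: single-point pinned compound. Incubation: cell attachment 1 h, compound and FN exposure overnight. Detection: fluorescence after three HBSS washes, excitation 485 nm, emission 525 nm. Read-out: inhibition of fibronectin deposition signal.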
Statin myotox sup: suppressors of simvastatin-induced myotoxicity in C2C12 myotubes; ATP luminescence, 48 h; scaled: DMSO 0, geranylgeraniol control 100; rescue of ATP level, % at 7.49 µM; actives 0.78% (n = 330,000); AID 602340;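 active means mean ATP rescue above about 67%, or every replicate alone reaching that limit, limit read from the data, passing the limit was not always enough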;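 further: myotubes were challenged with 10 µM simvastatin during compound exposure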
miR-122 sensor: blocks miR-122 activity in Huh7 sensor cells; Huh7 miR-122 Renilla luciferase sensor, 48 h; neutral wells = 0, positive control = 100; actives 0.3% (n = 340,000); AID 602342; activation (reporter increase), % at 12.5 µM;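 active means mean replicate activation score at least 90 and every replicate individually at or above 90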;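 further: higher luciferase means less miR-122 activity so hits act as miR-122 inhibitors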
GSIS activator: primary screen for activators of insulin secretion dependent on glucose, INS-1E cells, GLuc reporter luminescence | AID 743287 | activation, % at 16.6 µM | actives 0.61% (n = 370,000) | INS-1E GLuc reporter insulin secretion, 2-3 h;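 active means lowest replicate activation of at least 40%, so every replicate reaches that level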;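 further: 0% = median of neutral control wells and 100% = median of IBMX positive control wells; some compounds called inactive have numbers as strong as hits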
CFTR F508del cor: CFTR F508del correction in bronchial cells | activity (quench increase), % at 7.58 µM | AID 720511 | CFBE cells, YFP halide quenching; stimulated with forskolin plus potentiator P3; % fluorescence drop versus neutral controls | actives 0.36% (n = 350,000);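 active means mean added fluorescence quench of at least 8% versus neutral control, with both replicates also reaching 8%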;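 further: cells transiently co-express mutant CFTR-F508del with the halide-sensitive YFP; corrector assay measuring rescue of mutant channel to the surface after 24 h compound exposure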
* marks the source's active call; other numbers are inactive results; . = no result given; & = joins results of further samples; [ ] = another dose, or the depositor's remark.

SMILES	Cneo AK release	PGC1a acetyl inh	PglD inh	FN deposition inh	Statin myotox sup	miR-122 sensor	GSIS activator	CFTR F508del cor
C[C@H]1CN([C@@H](C)CO)C(=O)c2cc(NC(=O)Nc3ccc4c(c3)OCO4)ccc2O[C@@H]1CN(C)Cc1ccc(C(=O)O)cc1	-5	2	-1	.	-8	6[16.7 µM]	20	-1.4
COc1ccc(C(=O)CCS(=O)(=O)c2ccc(F)cc2)cc1OC	1	.	-2	12	-2	-6	60*	-1.8
CSCCn1c(C(C)(C)C)cc(C(=O)O)c1C	0	4	6	16	-7	.	-3	-0.9
O=C(CSc1n[nH]c(=O)[nH]c1=O)c1cccc([N+](=O)[O-])c1	-1	.	8	-12	1	6	5	-0.4
CC(C)NC(=O)N1[C@@H](CO)[C@@H]2c3ccccc3N(C(=O)Nc3ccc(Cl)cc3)C[C@@H]21	-15	-4	-1	.	38	-4[16.7 µM]	-13	-1.2
C[C@@H]1CCCCO[C@@H](CN(C)C(=O)Nc2cccc3ccccc23)[C@@H](C)CN([C@H](C)CO)C(=O)c2cc(NS(=O)(=O)c3ccc(Cl)cc3)ccc2O1	-3	0	-3	0	94*	4[16.7 µM]	30	-0.2
C=CCn1c(SCC(=O)C(C)(C)C)nnc1-c1ccccn1	-1	-11	-4	3	-11	0	4	.
C=CCn1c(=O)c2c(nc3n2CC(C)CN3CCc2ccccc2)n(C)c1=O (stereo unspecified)	-1	.	-6	7	0	.	38	-0.6
CC(C)C(N)c1csc(NC(=O)Nc2cccc(Cl)c2)n1 (stereo unspecified)	19	-15	-4	3	-13	-3	.	2.2
CC(C)Oc1ccc(C(CCN)C2CCCCC2)cc1 (stereo unspecified)	2	-13	2	22	-25	-31	-11	-1.2
O=C(Nc1ccccc1)N1CCCCN2[C@H](CO)[C@H](c3ccc(-c4ccncc4)cc3)[C@H]2C1	-3	5	-2	.	-16	-10[16.7 µM]	23	3.5
COc1ccc(-c2csc(NC(=O)CSCC(=O)Nc3cc(C)on3)n2)cc1	-1	-1	-1	-3	-5	16	-3	-2.3
COc1ccc(-c2c([C@H]3[C@H]4C=CC[C@@H](C)[C@@H]4C(=O)N3Cc3ccccc3)ccc3ccccc23)cc1OC	1	-21	0	-1	-7	-9	14	-0.1
Nc1ncnc2c1cnn2C1CC(O)C(CO)O1 (stereo unspecified)	0	-7	3	-2	6	-4	17	2.8
Cc1cc(C(=O)Nc2ccc3c(c2)C(=O)N(C)[C@H]2CC[C@@H](CC(=O)N[C@@H](C)c4ccccc4)O[C@@H]2CO3)no1	-2	-1	1	-15	-35	25[16.7 µM]	0	0.2
COCCn1c(SCC(=O)Nc2ccccc2F)nc2c([nH]c3ccccc32)c1=O	0	-5	-2	1	.	-4	57	-0.1
Cc1ccc2nsnc2c1S(=O)(=O)N1CCN(C(=O)C2CCCO2)CC1 (stereo unspecified)	-1	6	6	-3	3	-1	.	.
COc1ccc(N=Cc2sc(O)c3ccccc23)cc1	1	-16	5	-13	180*	-2	.	.
COC(C[C@H]1O[C@@H]1C(=O)[C@H](C)OCc1ccccc1)OC	0	-27	3	-5	.	-3	13	-1.6
CNc1nc2cccnc2s1	-2	1	-4	-1	7	.	.	-0.2
O=c1[nH]c(CN2CCN(S(=O)(=O)/C=C/c3ccccc3)CC2)nc2cc(Cl)ccc12	1	-1	1	-6	.	4	-13	0.0
O=C(N/N=C/c1ccsc1)C1CC1	.	7	.	-1	.	.	16	-3.0
OC[C@@H]1CN(Cc2ccc3c(c2)OCO3)C[C@H](n2cnc3c(N4CCCC4)ncnc32)O1	-2	-1	3	-12	14	-1	-2	3.2
C#CCNc1cc(C)nc2ncnn12	-1	-19	-3	3	28	1	11	.
O=C(CCC(=O)OCC(=O)c1ccc(Br)cc1)Nc1ccc(Br)c2cccnc12	2	1	-5	.	24	9	.	.
Cc1cc(C)nc(SCc2nnc(SCC(=O)Nc3cc(C(F)(F)F)ccc3Cl)o2)n1	0	-6	-6	.	-8	-3	-6	.
CS(=O)(=O)c1nc(-c2ccccc2)cc(-c2ccccc2)c1C#N	-2	16	-9	.	-13	-4	.	.
COc1ccc(NC(=O)Nc2ccc3c(c2)C(=O)N([C@@H](C)CO)C[C@H](C)[C@H](CN(C)C(=O)NC2CCCCC2)O3)cc1	-1	0	0	.	20	-4[16.7 µM]	-5	-1.0
COCCOC(=O)C1=C(C)NC2=C(C(=O)CC(C)(C)C2)C1c1cc2c(cc1Br)OCO2 (stereo unspecified)	-1	-13	-6	.	7	1	2	.
CC(C)c1nnc(NC(=O)c2ccc(N3C(=O)CCC3=O)cc2)s1	3	.	3	5	-2	.	.	5.1

A run of entries taken from the entries so far, for reference:
SMILES	Cneo AK release	PGC1a acetyl inh	PglD inh	FN deposition inh	Statin myotox sup	miR-122 sensor	GSIS activator	CFTR F508del cor
COCCn1c(SCC(=O)Nc2ccccc2F)nc2c([nH]c3ccccc32)c1=O	0	-5	-2	1	.	-4	57	-0.1
Cc1ccc2nsnc2c1S(=O)(=O)N1CCN(C(=O)C2CCCO2)CC1 (stereo unspecified)	-1	6	6	-3	3	-1	.	.
COc1ccc(N=Cc2sc(O)c3ccccc23)cc1	1	-16	5	-13	180*	-2	.	.
COC(C[C@H]1O[C@@H]1C(=O)[C@H](C)OCc1ccccc1)OC	0	-27	3	-5	.	-3	13	-1.6
CNc1nc2cccnc2s1	-2	1	-4	-1	7	.	.	-0.2
O=c1[nH]c(CN2CCN(S(=O)(=O)/C=C/c3ccccc3)CC2)nc2cc(Cl)ccc12	1	-1	1	-6	.	4	-13	0.0
O=C(N/N=C/c1ccsc1)C1CC1	.	7	.	-1	.	.	16	-3.0
OC[C@@H]1CN(Cc2ccc3c(c2)OCO3)C[C@H](n2cnc3c(N4CCCC4)ncnc32)O1	-2	-1	3	-12	14	-1	-2	3.2
C#CCNc1cc(C)nc2ncnn12	-1	-19	-3	3	28	1	11	.
O=C(CCC(=O)OCC(=O)c1ccc(Br)cc1)Nc1ccc(Br)c2cccnc12	2	1	-5	.	24	9	.	.

The list continues:
SMILES	Cneo AK release	PGC1a acetyl inh	PglD inh	FN deposition inh	Statin myotox sup	miR-122 sensor	GSIS activator	CFTR F508del cor
CCS(=O)(=O)N1CC2(C1)[C@H](c1ccccc1)[C@H](CO)N2Cc1ccc(F)cc1	.	-3	.	0	.	.	-6	-2.0
Cc1ccc(S(=O)(=O)N(C)C[C@H]2OCCCC[C@@H](C)Oc3ccc(NC(=O)C4CCCCC4)cc3C(=O)N([C@@H](C)CO)C[C@@H]2C)cc1	0	.	-2	.	6	-1[16.7 µM]	-2	0.2
CC(O)(CS(=O)(=O)Cc1ccccc1)C(=O)Nc1cccc(C(F)(F)F)c1 (stereo unspecified)	-2	7	-5	.	-3	-4	-2	-0.2
O=C(COC(=O)c1cnccn1)c1ccc2ccccc2c1	-2	2	1	.	.	2	.	.
COc1ccc(CCN2CC(C(=O)N(C)Cc3ccc(C)o3)CCC2=O)cc1 (stereo unspecified)	-5	15	5	12	-14	.	31	0.6
NC(=O)c1ccsc1NC(=O)COC(=O)C1=NNC(=O)CC1	2	1	-1	8	4	-7	5	-1.0
CC(C)(C)c1ccc(C(=O)NCCCNC(=O)c2ccccn2)cc1	-10	.	-9	-3	22	.	-2	-0.1
CC1Cc2ccccc2N1C(=O)CSc1ncccn1 (stereo unspecified)	1	9	8	1	-6	0	7	0.4
O=C(COc1ncnc2ccccc12)Nc1cc(S(=O)(=O)N2CCOCC2)ccc1Cl	0	0	7	2	.	.	14	2.3
CC(C)NC(=O)N(C)C[C@@H]1OCCCC[C@@H](C)Oc2ccc(NC(=O)Nc3ccc(C(F)(F)F)cc3)cc2C(=O)N([C@@H](C)CO)C[C@H]1C	.	9	.	-12	.	.	-1	3.1
Clc1ccccc1C1CC(c2ccccc2)=Nc2ccccc2N1 (stereo unspecified)	.	0	.	-7	.	.	29	1.9
COc1ccc(/C(C)=N\NC(=O)CNC(=O)C(c2ccccc2)c2ccccc2)cc1OC	-1	-5	0	-4	8	-6	6	0.3
O=C(CN(Cc1cccs1)C(=O)c1csnn1)NC1CCCC1	.	-2	.	4	2	-2	.	.
Cc1cc(C(=O)NC(=S)Nc2cccc(NC(=O)C(C)C)c2)ccc1[N+](=O)[O-]	-8	1	3	-10	-5	-2	-3	.
O=C(c1cc(S(=O)(=O)N2CCOCC2)c(Cl)cc1Cl)N1CCN(S(=O)(=O)c2cccc(F)c2)CC1	3	-15	0	3	-6	3	.	-2.2
CCN1CCCC1CNC(=O)c1ccccc1Cl (stereo unspecified)	-2	1	15	.	0	2	3	.
O=C(Cc1ccc2c(c1)OCCO2)Nc1cc(Cl)ccc1N1CCOCC1	2	.	0	3	1	8	-1	-1.2
COc1cccc(S(=O)(=O)N(C)C[C@H]2Oc3ncc(Br)cc3C(=O)N([C@H](C)CO)C[C@H]2C)c1	0&-10	10&6	-3&-5	5&4	10&-3	2	2&3	0.6&0.9
Cc1ccc(N=Cc2c(C)[nH]n(-c3ccccc3)c2=O)nc1	.	-3	.	-2	.	.	-1	2.0
COc1cc(C(O)c2nc(-c3ccc(N(C)C)cc3)cs2)ccc1F (stereo unspecified)	3	7	-5	.	12	-4	.	.
COc1ccc(OC)c(/C=N/N=C(\N)c2nonc2N)c1	2	16	10	-7	7	3	.	0.5
CC(C)c1nnc2c(N(C)S(=O)(=O)c3ccccc3)nc3ccccc3n12	2	-11	-4	0	-4	-5	15	1.7
CCC(C)[C@H](N)c1cn([C@@H](Cc2ccc(O)cc2)C(=O)N2CCNCC2)nn1 (stereo partly specified)	8	-2	2	14	-3	6	17	1.5
CN(C)C(=O)c1cccc(-c2ccc([C@H]3[C@@H](CO)N4CCCCN(C(=O)C5CCC5)C[C@H]34)cc2)c1	0	10	-1	.	.	3[16.7 µM]	0	-0.6
COc1ccc(-n2cc(-c3ccc(Cl)cc3)[nH]c2=S)cc1	.	-5	.	-3	.	.	11	0.3
NC(=O)CC(NC(=O)c1cccc(Br)c1)c1ccc(N2CCC(N3CCCC3)CC2)c([N+](=O)[O-])c1 (stereo unspecified)	14	.	2	5	4	-7	-4	1.7
COCC(=O)N1CC2(C1)CN(C(=O)NC1CCCC1)[C@@H](CO)c1c2c2ccc(OC)cc2n1C	.	-8	.	1	.	.	7	-5.4
C[C@@H]1CN([C@@H](C)CO)C(=O)c2cccc(NS(=O)(=O)c3ccc(F)cc3)c2O[C@@H]1CN(C)CC1CC1	-10	.	0	11	2	-1[16.7 µM]	11	-1.2
COc1ccccc1-c1ocnc1C(=O)N1CCN(S(=O)(=O)c2ccc(NC(C)=O)cc2)CC1	0	1	-1	-1	-38	-3	10	-1.7
